# MC4R antag cAMP: MC4R antagonists of cAMP signaling, primary screen, cell-based, TR-FRET, antagonist arm of biased-ligand search. MC4R-expressing cells, MTII-stimulated cAMP, LANCE TR-FRET. inhibition, % at 6.5 µM. actives 0.48% (n = 360,000). AID 540295, 2011;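 active = inhibition above its plate's cutoff, the mean of tested wells on that plate plus 3 SD, cut at about 29% in these data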;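 note: 0% = Melanotan II alone and 100% = Melanotan II plus saturating MCL0020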
# Target sequence (P32245 whole entry, looked up): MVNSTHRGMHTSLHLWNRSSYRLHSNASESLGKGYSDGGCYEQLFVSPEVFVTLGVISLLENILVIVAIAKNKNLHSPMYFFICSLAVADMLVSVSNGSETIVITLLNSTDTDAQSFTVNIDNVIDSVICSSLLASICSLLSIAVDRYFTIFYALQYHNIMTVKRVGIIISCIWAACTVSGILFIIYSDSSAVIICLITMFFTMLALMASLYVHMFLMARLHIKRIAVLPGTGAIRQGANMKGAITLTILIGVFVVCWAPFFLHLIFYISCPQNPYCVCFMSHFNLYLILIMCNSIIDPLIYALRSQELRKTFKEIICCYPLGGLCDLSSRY
#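 System: U2OS-MC4R stable cell line; Technique: Eu-cAMP/anti-cAMP TR-FRET, emission 671 nm; Repeats: single well per compound; Also added: Melanotan II; Dosing: one concentration, 6.5 µM nominal; Schedule: 30-min compound, 1-h challenge, 1-h detection, room temperature.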
# MC4R ag barr: MC4R agonists recruiting beta-arrestin, primary screen, cell-based, luminescence, agonist arm of biased-ligand search; activation, % at 8.9 µM; Melanocortin receptor 4 (Homo sapiens), P32245; actives 0.98% (n = 360,000); U2OS MC4R beta-arrestin complementation; percent of melanotan II response, DMSO zero;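 active = activation above a per-plate cutoff, the mean activation of sample wells on that plate plus 3 SD, cut at about 8% in these data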
# ABHD5-PLIN5 inh: ABHD5-PLIN5 interaction inhibitors, primary screen, cell lysate, split luciferase complementation, luminescence; Split G. princeps luciferase complementation, 4 h; inhibition, % at 4 µM; actives 0.78% (n = 360,000); AID 602281, 2012;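 active = inhibition above the mean inhibition across every tested compound plus 3 SD, cut at about 22% in these data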;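 note: 0% = DMSO only wells and the 100% control is not disclosed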
# NCOA1 inh: SRC1 coactivator transcriptional activity inhibitors, primary screen, cell-based, luminescence | actives 0.12% (n = 360,000) | inhibition, % at 3.6 µM | HEK293 GAL4-SRC1 luciferase reporter | Nuclear receptor coactivator 1 (Homo sapiens), Q15788;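 active = inhibition above the campaign mean plus 3 SD, with each screening campaign given its own cutoff, cut at about 60% in these data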;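 note: 0% = DMSO treated cells and 100% = gossypol at 36 µM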
# NCOA2 inhibitor: inhibition of GAL4-SRC2 driven luciferase reporter, primary screen, SRC2 inhibitor project, cell-based, luminescence; HEK293 GAL4-SRC2 luciferase reporter; inhibition, % at 9 µM; actives 0.17% (n = 370,000); AID 651957, 2012;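 active = inhibition above the mean inhibition of all tested compounds plus 3 SD, set per campaign, cut at about 52% in these data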;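 note: 0% = DMSO treated cells and 100% = cells given Gossypol at 36 µM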
# NCOA3 inh: SRC3 coactivator transcriptional activity inhibitors, primary screen, cell-based, luminescence | AID 588352, 2011 | inhibition, % at 3.6 µM | actives 0.17% (n = 360,000) | HEK293 GAL4-SRC3 luciferase reporter | Nuclear receptor coactivator 3 (Homo sapiens), Q9Y6Q9;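 active = inhibition above a per-campaign cutoff, the mean of all compounds plus 3 SD, cut at about 60% in these data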;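 note: 0% = DMSO-treated cells and 100% = gossypol-treated cells at 36 µM; higher means less SRC3-driven luciferase light from the GAL4 reporter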
# NR5A2 inv ag: LRH-1 (NR5A2) inverse agonists, primary screen, cell-based, luminescence, HEK293T, StAR-luciferase reporter; LRH-1 transfected, 24 h; inhibition, % at 3.6 µM; actives 0.13% (n = 360,000);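 active = inhibition above the mean inhibition of all tested compounds plus 3 SD, cut at about 73% in these data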;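 note: 0% = DMSO wells and 100% = reporter-only cells lacking LRH-1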
# EBV LMP1 NFkB: EBV LMP1-driven NF-kappaB luciferase reporter inhibitors, primary screen, cell-based, luminescence, single point | inhibition, % at 12.5 µM | LMP1-induced NF-kappaB luciferase reporter cells | actives 0.69% (n = 350,000) | AID 504558, 2011; in the data active = inhibition above about 41%;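 note: 0% = neutral control wells and 100% = reference inhibitor control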
# NOD2-RIPK2 inh: NOD2-RIPK2 binding disruptors in cells, primary screen, fluorescence, CHO cells, BLA complementation | CCF4 ratio | inhibition, % at 4.98 µM | Receptor-interacting serine/threonine-protein kinase 2 (Homo sapiens), O43353 | actives 0.38% (n = 360,000); in the data active = inhibition above about 21%;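 note: 0% = vehicle only and 100% = reference blocker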
# TLR9-MyD88 block: inhibitors of TLR9-MyD88 association in cells, primary screen, cell-based, CHO, BLA complementation, fluorescence. inhibition, % at 4.98 µM. CCF4 FRET ratio. Toll-like receptor 9 (Homo sapiens) + Myeloid differentiation primary response protein …. AID 504734, 2011. actives 0.21% (n = 340,000);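 active = inhibition above the mean over all tested compounds plus 3 SD, cut at about 21% in these data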;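 note: 0% = DMSO only wells and 100% = clavulanate BLA inhibitor control wells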
# NR2F2 inh: NR2F2 transcriptional activity inhibitors, primary screen, cell-based, luciferase reporter, HEK293T, luminescence; COUP transcription factor 2 (Homo sapiens), P24468; AID 686940, 2013; actives 0.7% (n = 370,000); HEK293T NGFI-A luciferase reporter; inhibition, % at 8.6 µM;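 active = inhibition above a per-plate cutoff, mean inhibition of test wells between control levels plus 3 SD, cut at about 38% in these data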;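 note: cells cotransfected with COUP-TFII expression vector driving the NGFI-A reporter; 0% = median of COUP-TF2 test wells and 100% = reporter-only cells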
# Target sequence (P24468 whole entry, looked up): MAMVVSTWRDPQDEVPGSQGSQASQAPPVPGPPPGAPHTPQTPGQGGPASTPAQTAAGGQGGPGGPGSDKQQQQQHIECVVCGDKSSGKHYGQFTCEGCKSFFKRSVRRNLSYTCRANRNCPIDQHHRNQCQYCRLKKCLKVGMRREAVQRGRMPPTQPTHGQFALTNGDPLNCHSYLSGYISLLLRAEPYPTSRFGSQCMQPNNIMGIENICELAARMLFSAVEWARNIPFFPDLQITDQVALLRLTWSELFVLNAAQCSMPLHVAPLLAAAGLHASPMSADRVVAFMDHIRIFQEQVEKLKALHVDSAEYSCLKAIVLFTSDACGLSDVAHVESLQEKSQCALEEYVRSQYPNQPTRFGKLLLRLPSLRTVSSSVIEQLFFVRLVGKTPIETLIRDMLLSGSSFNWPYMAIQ
# An asterisk follows results filed as active; x = no result given.
SMILES,MC4R antag cAMP,MC4R ag barr,ABHD5-PLIN5 inh,NCOA1 inh,NCOA2 inhibitor,NCOA3 inh,NR5A2 inv ag,EBV LMP1 NFkB,NOD2-RIPK2 inh,TLR9-MyD88 block,NR2F2 inh
CCOC(=O)C1C(=O)C=C(c2ccc(NS(C)(=O)=O)cc2)CC1c1ccco1 (stereo unspecified),4,0.4,16,-2,-23,-21,19,5,7,-3,16
CCC(C)c1ccc(OCc2ccc(C(=O)OC)o2)cc1 (stereo unspecified),12,-1.4,2,-152,-52,-77,-245,-8,-15,6,-58
CCOC(=O)C(CC)/C(C)=N/NC(=O)c1ccc([N+](=O)[O-])cc1 (stereo unspecified),4,0.2,-4,5,-16,1,21,0,-6,8,10
O=C(O)CNC(=O)c1ccc(NC(=O)/C(=C/c2ccccc2)NC(=O)c2ccccc2Br)cc1,-1,-1.1,-2,-6,-4,19,-22,17,-4,1,13
CC(C)c1ccc(S(=O)(=O)N2CCN(C(=O)C3=COCCO3)CC2)cc1,3,-2.5,-7,-2,4,4,7,5,0,2,9
CCN(CC)CCN1C(=O)C(O)=C(C(C)=O)C1c1ccccc1[N+](=O)[O-] (stereo unspecified),-12,-0.8,-5,-8,10,4,8,-7,-5,-4,-13
O=C(COc1ccc(/C=N/NC(=O)c2ccc(O)cc2)cc1)Nc1cccc([N+](=O)[O-])c1,2,-5.2,-1,-14,-36,-22,-25,-2,2,-8,-40
Cc1ccccc1Cn1c(=O)c2c(nc3n2CCCN3Cc2ccccc2)n(C)c1=O,11,2.1,13,5,11,23,8,-7,-1,-5,17
CN(Cc1ccccc1)C(=O)COc1ccccc1,0,-0.8,-7,-20,0,-28,-5,0,-2,0,11
C=CCn1c(C(C)NC(=O)CCC)nc2ccccc21 (stereo unspecified),-3,-0.8,10,10,29,12,18,2,-8,-5,-8
O=C(CSc1n[nH]c(-c2ccncc2)n1)Nc1ccccn1,-1,0.5,3,11,-6,3,-9,0,-6,-36,10
COc1ccc(OCC(=O)Nc2cc(NC(=O)c3ccco3)ccc2OC)cc1,5,-1.9,4,-13,8,-34,15,2,0,-2,23
O=C1CCC(C(=O)NCCN2C(=O)S/C(=C\c3cccnc3)C2=O)=NN1,15,-1.3,-1,-21,-2,20,-6,1,-4,-4,-7
O=[N+]([O-])c1ccc(/C=N\N2CCN(c3ccc(Cl)cc3)CC2)cc1,6,-0.7,0,-23,12,1,2,3,3,-4,11
COc1ccc(C(=O)N2CC(=O)Nc3ccc(C)cc3C2c2ccccc2)cc1 (stereo unspecified),8,-2.2,-1,-33,-17,-3,11,-6,1,-5,13
COCCN1C(=O)C(CC(=O)Nc2ccc(C(=O)O)cc2)SC1=Nc1ccccc1 (stereo unspecified),4,-2.3,3,-8,-12,-17,4,5,0,-1,14
CSc1ccccc1C(=O)NCc1ccccc1,-2,0.7,5,9,-16,0,-9,-1,-5,-5,-2
Cc1ccccc1NC(=O)/C(=C/c1ccco1)c1ccccc1,2,0.7,-1,-9,26,11,14,-10,8,-5,9
CCCc1nn2c(=O)c(C(c3cccc(Cl)c3)c3c(O)nc4sc(CCC)nn4c3=O)c(O)nc2s1,6,-0.8,4,-19,-43,7,4,-4,-6,0,3
Nc1c(C(=O)OCC(=O)Nc2ccccc2Br)[nH]c(=O)[nH]c1=O,-5,-3.7,-48,-5,10,2,2,-7,3,9,14
Cc1cc(C)c(NC(=O)COC(=O)COc2ccc3c(C)cc(=O)oc3c2)c(Cl)c1,5,-0.4,1,15,-13,-6,19,-2,-1,-14,0
O=C(CSc1nc2ccccc2[nH]1)NCC1CCCO1 (stereo unspecified),-3,-1.9,4,-14,-9,5,6,8,0,10,6
CCOc1ccccc1N1CCN(C(=O)c2ccncc2)CC1,6,4.0,13,16,-15,12,4,-16,8,1,-1
COc1ccc(S(=O)(=O)NC2(C(F)(F)F)NC(=O)N(CCc3ccccc3)C2=O)cc1 (stereo unspecified),1,-0.2,-1,2,-8,-9,-2,-11,-12,0,5
O=[N+]([O-])c1ccc(-n2cc(-c3ccccc3)nn2)cc1,17,1.5,-2,-45,-62,-56,-103,-16,2,3,-16

# New compounds follow
SMILES,MC4R antag cAMP,MC4R ag barr,ABHD5-PLIN5 inh,NCOA1 inh,NCOA2 inhibitor,NCOA3 inh,NR5A2 inv ag,EBV LMP1 NFkB,NOD2-RIPK2 inh,TLR9-MyD88 block,NR2F2 inh
CC(NC(=O)c1ccc2c(c1)OCCO2)c1ccc(S(N)(=O)=O)cc1 (stereo unspecified),-7,-2.0,-1,-1,-5,10,5,1,3,-5,5
Cc1cc2c(cc1S(=O)(=O)N1CCc3ccccc31)NC(=O)CO2,-5,1.0,-5,-14,0,-13,-14,6,-6,4,5
COc1ccc(-n2nc(C(=O)NCc3ccco3)c3c4ccccc4n(C)c3c2=O)cc1Cl,15,0.8,-5,-8,-5,-2,-1,15,8,-2,-7
CC(=O)Nc1cccc(-c2ccnc3c2CC(C(=O)Nc2ccc(Cl)cc2)O3)c1 (stereo unspecified),9,-1.1,-1,2,7,-9,-6,x,5,x,36
CCc1ccc(NC(=S)NCc2ccccc2)cc1,10,0.0,-1,-10,-12,10,-4,-5,1,4,-14
CC(=O)c1ccc(NC(=O)CCc2nc3sc4c(c3c(=O)[nH]2)CCCC4)cc1,24,2.0,1,-14,-35,6,-23,3,1,-16,-3
NS(=O)(=O)c1ccc(NC(=O)COc2ncnc3c2cnn3-c2ccccc2)cc1,-11,-0.4,2,3,-3,5,5,5,-6,-12,-6
O=C1CN(C(=O)COC(=O)C2CC(=O)N(Cc3ccco3)C2)c2ccccc2N1 (stereo unspecified),3,-1.1,5,-11,7,13,10,1,-7,-5,-3
O=S(=O)(c1ccc(F)cc1)N1CCN(c2ncnc3c2cnn3-c2ccccc2)CC1,5,-0.8,3,-24,10,19,4,14,4,6,1
Cc1c(Cl)cccc1NC(=O)CNC(=O)C1CC(=O)N(CCc2ccccc2)C1 (stereo unspecified),-2,-1.4,1,-2,-41,-12,-14,-1,4,-5,6
Cc1ccc(Cn2c(NCCc3ccccc3)nc3c2c(=O)n(C)c(=O)n3C)cc1,-8,4.9,4,-3,-7,18,-6,26,-3,-4,-5
COc1ccc(-c2ccc(CN3C(C)C(=O)N(Cc4cn(CCC5OCCO5)nn4)CCS3(=O)=O)cc2)cc1OC (stereo unspecified),8,-0.5,1,0,-1,14,-14,-2,-8,3,-25
O=C(NNC(=O)C1CCN(c2ncccn2)CC1)c1ccc(Cl)cc1,9,-0.3,1,-6,4,22,1,-8,-4,-3,-2
CCc1nc2ccc(C(=O)N(C)CCCN(C)C)cn2c1N(C)Cc1cc2ccccc2s1,0,-0.6,3,-5,-4,-1,2,x,-3,x,1
Cc1ccccc1-n1nc2c(c1NC(=O)CCCl)CSC2,0,0.6,-4,-81,-11,0,12,5,6,10,0
Cc1ccc(-n2ncc3c2CC(C)(C)CC3NC(=O)C2CCOCC2)cc1 (stereo unspecified),-2,-2.3,-4,-3,2,10,9,9,6,-6,-9
COc1cc2c(cc1OC)C(COc1ccccc1OC)N(C(=O)C(C)(C)C)CC2 (stereo unspecified),4,-0.2,-6,-66,5,2,-2,3,-11,-13,-2
CC(C)(C)c1cc(C(=O)NNc2cc(C(F)(F)F)ccc2Cl)n(Cc2ccccc2)n1,16,6.7,-15,2,17,-1,1,-5,2,-1,-19
CCc1ccc(-c2nn(Cc3ccccc3)cc2/C=C/C(=O)O)cc1,3,-1.7,5,-14,-6,11,2,-4,-10,-13,-11
COc1ccc(C(=O)COC(=O)C2CCN(c3ccc(C(F)(F)F)cn3)CC2)c(OC)c1,1,-2.5,9,5,-5,-17,5,7,-10,3,11
O=C(CSCC(=O)N1CCCc2ccccc21)Nc1nc(-c2ccccc2)cs1,3,2.9,-2,-15,1,-4,-25,3,-11,-4,-14
CCN(CC)CCSc1nc(O)c(-c2ccccc2)c(=O)n1-c1ccccc1,12,-1.3,2,19,-22,3,-4,-4,-8,-13,16
COc1ccc(Cc2nc(C(=O)Nc3ccc(Cl)cc3)cs2)cc1,5,-1.5,1,-21,x,15,-8,-2,-2,12,x
CCOC(=O)c1sc(C)c2c(=O)n(CC(=O)c3ccc(Br)cc3)nnc12,-1,-1.0,1,5,-19,-8,1,7,-11,-10,9
O[C@H]1C[C@H](c2ccccc2)N(CC2CCCCC2)C[C@@H]1n1cc(-c2ccc(F)cc2)nn1,12,2.0,-1,6,-1,5,-5,13,-12,0,10

# (further entries)
SMILES,MC4R antag cAMP,MC4R ag barr,ABHD5-PLIN5 inh,NCOA1 inh,NCOA2 inhibitor,NCOA3 inh,NR5A2 inv ag,EBV LMP1 NFkB,NOD2-RIPK2 inh,TLR9-MyD88 block,NR2F2 inh
CCOC(=O)C1=C[C@@H](C(C)(C)C)N(S(=O)(=O)c2ccc(C)cc2)[C@H]1c1ccc(F)cc1,x,x,-3,-9,12,-2,9,x,-10,x,14
NS(=O)(=O)c1ccc(CNC(=O)CSc2ccccc2)cc1,2,-0.2,5,-12,4,6,-5,-1,-4,7,24
COc1cccc(CNCc2ccccc2OC)c1,2,-1.1,-2,-36,-6,4,6,0,2,-7,0
Cc1nc(C)c(-c2ccnc(/N=C/NO)n2)s1,9,0.3,-3,-2,-20,13,6,6,0,5,10
Cc1ccccc1S(=O)(=O)N1C[C@H]2CON(C)[C@H]2C[C@H]1c1cccc(Br)c1,4,-1.1,-4,-1,5,-4,-1,-12,12,6,16
COC(=O)COc1ccc2c(c1)O/C(=C\c1ccco1)C2=O,16,1.2,11,1,-12,16,-12,-1,-12,-1,-31
CCOc1ccccc1OCCCC(=O)Nc1cc(S(=O)(=O)N2CCCCC2)ccc1C,2,-1.4,0,-10,-3,-18,-13,-10,-4,-9,-7
COc1ccccc1NC(=O)/C=C1\NC(=O)CS1,16,2.0,-5,-7,-33,0,1,-1,-5,6,2

# Source: PubChem BioAssay (several laboratories)

# This is a subset; the hit share may differ from the screen's.
